Source: PubChem BioAssay
TDP-43 yeast inh: TDP-43 toxicity inhibition in yeast | TDP-43 expressing yeast growth rescue, BacTiter-Glo, 24 h | Potency, µM (top dose mostly 46.1 µM), without a hit: top-dose growth rescue (activation), hits mostly activators | hit rate 1.8% among 410,000 | AID 652104; note: % of control where 0% means no effect; nearly all actives have a fitted effect of over 50% in size
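Yeast cells expressing TDP-43 under galactose induction are exposed to compounds for 24 hr at 30 deg C. BacTiter-Glo luminescence measures growth, so protective compounds score as activators.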
HEK293 tox: cytotoxic in the GLP-1 receptor inverse agonist counter-screen | hit rate 0.13% among 410,000 | Potency, µM (highest dose often 38.3 µM), without a hit: at the highest dose activity change, negative = inhibition, actives largely listed as inhibitors | HEK293 cAMP-luciferase reporter cells, luminescence, 24 h;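 note: loss of luciferase light is scored as toxicity; % is set by controls: 0 for no effect and ±100 for the full control effect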
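Luminescence readout: signal drop marks cytotoxicity. Plated cells grew 12 h at 37 °C, 5% CO2, received 23 nL compound for 24 h, then got luciferase reagent, read after 12 min at RT.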
KB-V1 MDR tox: KB-V1 MDR subline cytotoxicity; Potency, µM (doses to about 46.1 µM), without a hit: at the top dose activity change, negative = cytotoxicity, hits mostly cytotoxic; hit rate 3.4% among 400,000; AID 1347076; KB-V1 MDR cells viability, CellTiter-Glo, 72 h; note: % is set by controls: 0 for no effect and ±100 for the full control effect; nearly all actives have a fitted effect of over 60% in size
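Potencies derive from concentration-effect curves fitted to normalized luminescence (CellTiter-Glo) of KB-V1 cells treated for 72 h at 37 degrees C in phenol-red-free DMEM containing 10% FBS.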
GLP1R ag: agonists of human GLP-1 receptor; HEK293 GLP-1R CRE-luciferase, luminescence, 4-6 h; cells express a hypersensitive GLP-1R form; Potency, µM (doses to about 45.6 µM), inactives show at the highest dose activation, hits mostly activators; hit rate 0.007% among 380,000; note: % of control where 0% means no effect
Target sequence (P43220 whole entry, looked up): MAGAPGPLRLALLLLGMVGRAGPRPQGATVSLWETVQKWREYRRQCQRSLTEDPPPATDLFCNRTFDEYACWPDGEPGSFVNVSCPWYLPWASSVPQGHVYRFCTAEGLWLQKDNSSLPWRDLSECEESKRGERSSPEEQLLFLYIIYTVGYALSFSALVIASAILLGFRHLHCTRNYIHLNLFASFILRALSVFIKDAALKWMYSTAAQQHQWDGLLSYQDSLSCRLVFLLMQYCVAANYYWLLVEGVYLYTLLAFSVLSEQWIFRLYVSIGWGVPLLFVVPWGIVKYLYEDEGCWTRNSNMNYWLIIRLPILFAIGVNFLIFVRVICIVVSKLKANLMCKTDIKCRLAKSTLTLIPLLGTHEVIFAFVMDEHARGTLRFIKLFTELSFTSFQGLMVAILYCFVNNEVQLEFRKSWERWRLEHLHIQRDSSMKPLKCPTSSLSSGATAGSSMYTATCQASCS
HT1080 IDH1KD tx: kills HT-1080 cells with IDH1 knockdown; HT-1080 IDH1 knockdown viability, ATP luminescence, 48 h; Potency, µM (top dose mostly 46.1 µM), inactives show at the highest dose activity, negative = toxicity, most hits filed as cytotoxic; hit rate 2% among 360,000; AID 686971;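 note: 0% = DMSO wells and -100% = cell-free medium wells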
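HT-1080-IDH1KD cells (IDH1 knocked down), 750/well in RPMI with 5% FBS, treated with compound 48 h at 37 degrees C. Viability by CellTiter-Glo luminescence, normalised to DMSO and no-cell wells; concentration-response curves classed.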
SW480 rerep: DNA re-replication induction in SW480 cells; hit rate 1.8% among 340,000; Potency, µM (doses to about 46.1 µM), for inactives: at the highest dose re-replication activation, most hits filed as activators; SW480 DNA re-replication, Hoechst DNA content imaging, 48 h; note: % of control where 0% means no effect; nearly all actives have a fitted effect of over 55% in size
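Cells (250 per well) received 23 nL compound or DMSO by pin tool and were kept 48 hr at 37 C, 5% CO2. Nuclei were then stained with Hoechst for 40 min and scanned for DNA content.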
GLP1R inv ag: inverse agonists of human GLP-1 receptor; AID 624417; hit rate 1.6% among 410,000; HEK293 GLP-1R CRE-luciferase, luminescence, 24 h; GLP-1R form is constitutively active; Potency, µM (highest dose often 38.3 µM), for inactives: at the highest dose activity change, negative = inhibition, actives largely listed as inhibitors; P43220; note: % is set by controls: 0 for no effect and ±100 for the full control effect; nearly all actives have a fitted effect of over 55% in size
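Stable HEK293 clone (constitutively active GLP-1R + cAMP-response luciferase); 200 cells/uL plated, 12 h pre-culture, compound 24 hr, 37 deg C/5% CO2; detection reagent 12 min RT; luminescence.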
KB-3-1 tox: KB-3-1 parental cell cytotoxicity; Potency, µM (highest dose often 46.1 µM), for inactives: at the highest dose activity change, negative = cytotoxic, usual class: cytotoxic; hit rate 1.4% among 400,000; KB-3-1 viability, CellTiter-Glo ATP luminescence, 72 h; note: % is set by controls: 0 for no effect and ±100 for the full control effect; nearly all actives have a fitted effect of over 60% in size
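Using CellTiter-Glo luminescence, growth of non-resistant KB-3-1 adenocarcinoma cells is assessed 72 h after pin-tool compound addition at 37 °C. Normalized responses across the concentration series yield fitted curves.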
HT1080NT lethal: kills 2HG-producing HT-1080-NT fibrosarcoma cells; Potency, µM (top dose mostly 46.1 µM), for the others: top-dose activity, negative = less viability, actives largely listed as cytotoxic; HT-1080-NT fibrosarcoma viability, CellTiter-Glo ATP luminescence, 48 h; hit rate 1.6% among 360,000;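 note: NT is the 2HG producing partner of a matched IDH1 knockdown line; 0% = DMSO-treated cells and -100% = media-only wells without cells; nearly all actives have a fitted effect of over 55% in size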
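Luminescent CellTiter-Glo readout after 48 hours of compound exposure at 37 degrees C defined viability of HT-1080-NT cells. Activity was normalized to DMSO wells and cell-free media wells; concentration-response curves were fitted and assigned curve classes.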
Active calls of the source: *; ? = inconclusive; . = not tested or not shown; & = joins results of further samples; [ ] = another dose, or the depositor's remark. Calls come from the whole dose curve; as a rule, active = well fitted curve in the direction sought with a large enough effect; inconclusive = small, poorly fitted or top-dose-only effect, or another doubt; inactive = no such curve, though single readings can be large; an effect the other way counts as inactive or inconclusive. Potency is the fitted concentration of half-maximal effect.

SMILES	TDP-43 yeast inh	HEK293 tox	KB-V1 MDR tox	GLP1R ag	HT1080 IDH1KD tx	SW480 rerep	GLP1R inv ag	KB-3-1 tox	HT1080NT lethal
CCn1c(O)c(C2=c3ccccc3=NC2=O)c2cc(Br)ccc21	?	-9%	-3%	6%	9%	?	-10%	-5%	9%
CCOc1ccccc1-c1cc(-c2n[nH]c(=S)n2CC)c2ccccc2n1	-13%	62%[activator]	11%	16%	1%	21%	18%	22%	-6%
O=C1C(NS(=O)(=O)c2cccs2)=C(N2CCOCC2)C(=O)c2ccccc21	-10%	-53%	-1%	4%	?	-6%	-21%	-15%	?
CC(C)(C)[C@H]1COC(=O)[C@@H](NC(=O)OCC2c3ccccc3-c3ccccc32)C/C=C\C[C@@H](CC(=O)N[C@@H](CO)Cc2ccccc2)C(=O)N1	9%	-11%	?	-4%	3%	4%[9.22 µM]	-5%	-9%	-2%
Cc1ccc2nc(SCC(=O)N3CCN(c4ccccc4)CC3)nc(=O)n2c1	-1%	-4%	-11%	8%	-2%	?	-9%	1%	-3%
CC(=O)c1ccc(NC(=S)NC(=O)/C=C/c2ccccc2)cc1	16%	-11%	26%	-1%	14%	0%	22%	17%	8%
COc1cc(/C=N\NS(=O)(=O)c2ccccc2)cc(OC)c1OC	14%	2%	-2%	-4%	3%	1%	-10%	9%	-1%
COc1ccc(-c2c(C(=O)c3ccccc3)[nH]c(N)c2C(=O)c2ccccc2)cc1OC	-15%	-25%	?	-4%	2%	.	15%	?	0%
CCOC(=O)Cn1c(-c2cccnc2Cl)nc2ccccc21	-3%	5%	12%	8%	-3%	1%	16%	5%	3%
CCCC1CC(CCc2ccccc2)OS(=O)(=O)N1 (stereo not drawn)	1%	23%	-5%	-2%	-1%	-8%	-9%	-3%	-14%
CC(C)c1ccc(N(CC(=O)NCCSCc2ccco2)S(C)(=O)=O)cc1	3%	3%	?	11%	-4%	-8%	2%	0%	-7%
CCOC(=O)C(C)Oc1ccc(NC(=O)C(Cl)(Cl)Cl)cc1 (stereo not drawn)	?	-5%	?	6%	7%	-13%	-5%	2%	-1%
COc1ccc2cc(-c3ccon3)ccc2c1	28%	8%	-1%	12%	15%	-12%	71%[activator]	-2%	28%
CN(C)c1ccc(NS(=O)(=O)c2cccc(Cl)c2)cc1	13%	-4%	?	1%	-4%	-2%	-28%	-1%	-1%
CCOCCCN(C)C1CCN(C(=O)c2oc3ccccc3c2NC(=O)c2ccc(F)cc2)CC1	-10%	-5%	-15%	12%	4%	7%	?	-5%	2%
COC(=O)[C@@]1(C)[C@H]2C(=O)N(Cc3ccccc3)C(=O)[C@H]2[C@H]2CN=C(SCC3CC3)N21	14%	-9%	12%	1%	15%	?	6%	9%	3%
O=C(CSc1nnc(CNC(=O)c2ccccc2)o1)c1ccc(Cl)cc1	22%	-1%	-2%	-1%	-2%	?	1%	-1%	-18%
Cc1cccc2nc3ccccc3nc12	?	-8%	0%	2%	11%	-6%	26%	0%	12%
COc1ccc(C(=O)N/C(=C\c2ccc(SC)cc2)C(=O)NCCCn2ccnc2)cc1OC	20%	3%	-14%	-4%	0%	0%	4%	3%	-6%
CC(Sc1nnc(C2CC2)n1-c1ccccc1)C(=O)N1CCNC1=O (stereo not drawn)	0%	14%	-1%	6%	2%	-245%[inhibitor]	-13%	4%	-6%
O=C(NC(=S)Nc1ccc(S(=O)(=O)Nc2nccs2)cc1)c1ccc(F)c(F)c1	9%	-5%[1.53 µM]	-1%	0%	-1%	-2%	4%	4%	-3%
COc1ccc(NC(=O)CN2C(=O)c3ccccc3S2(=O)=O)cc1OC	-21%	0%	-10%	6%	-1%	-3%	4%	0%	19%
Cc1nc(-c2nnc(-c3ccccc3)o2)c(C(F)(F)F)o1	-13%	-1%	?	8%	16%	-8%	11%	15%	19%
Cc1nc2ccccn2c1/C(O)=C1\C(=O)C(=O)N(CCN(C)C)C1c1cccnc1 (stereo not drawn)	-5%	-6%	29%	-3%	25%	-1%	7%	7%	5%
Cn1cc(S(=O)(=O)N2CCCC2)cc1C(=O)N1CCN(c2ccccc2)CC1	-4%	20%	14%	-5%	3%	9%	-4%	0%	0%
COc1ccc(N(CC(=O)N2CCc3ccccc3C2)S(=O)(=O)c2ccccc2)cc1	-15%&25%	3%&-8%	?	12%	3%	-12%	-22%&-19%	0%&-18%	-4%
Cc1cc(C)n(-c2nc(Nc3ccccc3C(F)(F)F)nc(-n3nc(C)cc3C)n2)n1	20µM*	-23%	0.92µM*	-34%[inhibitor]	?	?	?	0%	9.2µM*
CCOC(=O)c1ccccc1NC(=O)C1CCCO1 (stereo not drawn)	17%	3%	-3%	-5%	-4%	-54%	26%	17%	-3%
CCOC(=O)N1CCN(C(=O)C(NC(=O)C2CCC(C)CC2)C(C)C)CC1 (stereo not drawn)	0%	-7%	-20%	-4%	-12%	-8%	0%	18%	-4%
CCCNC(=O)C1CCC(Cn2c(=O)c3sccc3n(CC(=O)N3CCC(C)CC3)c2=O)CC1 (stereo not drawn)	10%	-9%	8%	.	.	.	3%	-3%	.
Cc1noc(C)c1C(=O)OCC(=O)Nc1cccc(S(=O)(=O)N(C)C)c1	-2%	18%	-8%	0%	-3%	2%	1%	-7%	-1%
CC(=O)c1ccc([C@H]2C[C@@]34CN(C(=O)OC(C)(C)C)S(=O)(=O)[C@H]3C[C@H]2O4)cc1	-12%	-1%	-22%	-4%	-2%	?	-7%	-14%	-2%
COC(=O)c1cccc(NS(=O)(=O)c2ccc(OC)cc2)c1C	11%	?	9.2µM*	5%	-23%[9.24 µM]	?	?	8.2µM*	12µM*
CC(C)COC(=O)n1c(SCC(N)=O)nc2ccccc21	7%	-5%	16%	-3%	3%	16%	10%	-2%	16%
CCCCNS(=O)(=O)c1ccc(NC(=O)c2c(-c3ccccc3)noc2C)cc1	7%	5%	-2%	.	.	.	?	-9%	.
CC(C#N)Sc1ncnc2sc(-c3ccccc3)cc12 (stereo not drawn)	25%	8%	11%	26%	-19%	-24%	6%	6%	-25%
O=C(Cn1cccc1C(=O)c1ccccc1)NCc1cccs1	11%	15%	0%	-12%	8%	-1%	0%	-1%	7%
CC(C)N1CCC(N2CCN(Cc3cccnc3)CC2CCO)CC1 (stereo not drawn)	19%	1%	?	2%	2%	-2%	-5%	1%	-2%
CCOc1ccc(CCNC(=O)c2ccc(C)c(N3CCCC3=O)c2)cc1OCC	15%	4%	10%	14%	-2%	1%	19%	2%	4%
COc1ccccc1NC(=O)CN1C(=O)CC(C)S(=O)(=O)c2ccccc21 (stereo not drawn)	-4%	27%	-14%	-10%	-17%	5%	-6%	-13%	1%
CC(C)(C)NS(=O)(=O)NC(=O)C1=C(N2CCCC2)COC1=O	14%	7%	27%	-6%	0%	-9%	23%	16%	0%
CCOc1ccccc1NC(=O)c1cc2cc3cc(C)ccc3nc2s1	7%	-6%	0%	.	.	.	0%	8%	.
Cc1ccc(C)c(NC(=O)c2c(Cl)nc3ccccn23)c1	3%	8%	-8%	21%	1%	-4%	56%[activator]	-11%	26%
CCCC(=O)NC(C)c1nc(-c2ccc(C)cc2)no1 (stereo not drawn)	?	-4%	-17%	4%	-1%	7%	-7%	2%	-1%
CCC1=NNC(=O)C(CC(=O)Nc2ccccc2)c2cc(OC)c(OC)cc21 (stereo not drawn)	-10%	2%	13%	14%	-2%	2%	24%	-1%	10%
CN(C)S(=O)(=O)N1CCCC(C(=O)c2ccc(-c3ccccc3)c(F)c2)C1 (stereo not drawn)	20%	-9%	?	11%	?	-29%	?	?	-9%

In a second layout: results already given.
Every second line gives: TDP-43 yeast inh | HEK293 tox | KB-V1 MDR tox | GLP1R ag | HT1080 IDH1KD tx | SW480 rerep | GLP1R inv ag | KB-3-1 tox | HT1080NT lethal
- CC(C)N1CCC(N2CCN(Cc3cccnc3)CC2CCO)CC1 (stereo not drawn)
  19% | 1% | ? | 2% | 2% | -2% | -5% | 1% | -2%
- CCOc1ccc(CCNC(=O)c2ccc(C)c(N3CCCC3=O)c2)cc1OCC
  15% | 4% | 10% | 14% | -2% | 1% | 19% | 2% | 4%
- COc1ccccc1NC(=O)CN1C(=O)CC(C)S(=O)(=O)c2ccccc21 (stereo not drawn)
  -4% | 27% | -14% | -10% | -17% | 5% | -6% | -13% | 1%
- CC(C)(C)NS(=O)(=O)NC(=O)C1=C(N2CCCC2)COC1=O
  14% | 7% | 27% | -6% | 0% | -9% | 23% | 16% | 0%
- CCOc1ccccc1NC(=O)c1cc2cc3cc(C)ccc3nc2s1
  7% | -6% | 0% | . | . | . | 0% | 8% | .
- Cc1ccc(C)c(NC(=O)c2c(Cl)nc3ccccn23)c1
  3% | 8% | -8% | 21% | 1% | -4% | 56%[activator] | -11% | 26%
- CCCC(=O)NC(C)c1nc(-c2ccc(C)cc2)no1 (stereo not drawn)
  ? | -4% | -17% | 4% | -1% | 7% | -7% | 2% | -1%
- CCC1=NNC(=O)C(CC(=O)Nc2ccccc2)c2cc(OC)c(OC)cc21 (stereo not drawn)
  -10% | 2% | 13% | 14% | -2% | 2% | 24% | -1% | 10%
- CN(C)S(=O)(=O)N1CCCC(C(=O)c2ccc(-c3ccccc3)c(F)c2)C1 (stereo not drawn)
  20% | -9% | ? | 11% | ? | -29% | ? | ? | -9%
